T cell HTS: T cell immune modulators affecting CD8 T cell-vesicle binding; 2C CD8+ T cell-vesicle binding, flow cytometry; hits give low values; calls only at 7 µM; actives 0.068% (n = 330,000);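 active = response, share of CD8 T cells binding vesicles, and their 90th percentile fluorescence all below set limits, cut at about 80% in these data, passing the limit was not always enough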
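material = purified 2C TCR transgenic mouse naive CD8+ T cells | controls = Unloaded micro-vesicles (low), QL9 vesicles with 0.7% DMSO (high) | detection = cytometric PE anti-B7-1 and Alexa647 anti-CD8 signals after 1% paraformaldehyde fixation | incubation = binding step 1.5 h, 37 °C, antibody labelling 20 min, ice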
Myeloid diff MLP: myeloid differentiation induction; ER-HoxA9 myeloid progenitors, lysozyme-GFP differentiation, flow cytometry; calls only at 10 µM; actives 1% (n = 360,000);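 active = normalized GFP-positive differentiation at or above the plate's own cutoff, the solvent-only control mean plus 3 SD; inconclusive = no clear call, values can overlap the other calls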;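 note: cells exposed to compound for four days before flow analysis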
Lipid droplet: hepatic lipid droplet formation modulation. AML12 mouse hepatocytes, oleate lipid droplets, BODIPY imaging. inhibition, % at 6.5 µM. actives 0.4% (n = 240,000);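 active = lipid droplet intensity inhibited by at least 50%, with more than 500 cells counted; inconclusive = wells with under 300 cells, treated as cytotoxic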
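Technique: fluorescence imaging, 20x objective, two fields per well / Assay system: AML12 hepatocytes (mouse) / Measure: % inhibition of lipid droplet signal / Doses: 6.5 µM single-point dosing / Incubation: overnight exposure / Reagent: 100 µM oleic acid challenge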
Lipid droplet cells 6.5 µM: also measured in Lipid droplet; calls as there; cell count; measured here: cell count, cytotoxicity flag;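 cells counted across two imaged fields per well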
T cell HTS vesicle-bound %: further read-out of T cell HTS, marked with its call; double positive events, %; measured here: CD8+ vesicle-bound cell fraction;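 binding gate set so that unloaded-vesicle control wells show 10% double positive cells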
Myeloid diff MLP GFP+ MAC1+ %: further read-out of Myeloid diff MLP, marked with its call; GFP+ MAC1+ double positive, %; measured here: differentiation confirmed by MAC1 staining
Numbers without * were called inactive; i = inactive; ? = inconclusive; nt = not tested or not shown; + = active, no number.

SMILES	T cell HTS	T cell HTS vesicle-bound %	Myeloid diff MLP	Myeloid diff MLP GFP+ MAC1+ %	Lipid droplet	Lipid droplet cells 6.5 µM
Cc1ccc(C(=O)N/C(=C\c2ccc(-c3cccc([N+](=O)[O-])c3)o2)C(=O)NCCCN2CCOCC2)cc1	i	8	i	0.6	9	755
CC(C)N(Cc1cnn(C)c1)C(=O)c1ccc(OC2CCN(Cc3ccccn3)CC2)cc1	i	23	i	0.9	-2	784
CC(C)c1ccc(NC(=O)c2ccccc2NC(=O)C2CCCCC2C(=O)O)cc1 (centres undefined)	i	58	i	0.1	21	802
O=C(c1cccnc1)N1CCN(C(=O)c2cccc(Cl)c2)CC1	i	12	i	0.3	-3	776
COc1ccc(C(=O)O)cc1S(=O)(=O)N1CCCc2ccccc21	i	52	i	0.6	-29	823
Cc1nc(C(=O)N2CCCC(N3CCN(c4ccccc4C)CC3)C2)cs1 (centres undefined)	i	43	i	0.5	-4	623
COc1ccc(C(C)=O)cc1COc1cccc2cccnc12	i	45	i	1.2	-1	814
CCC(C)(C)NC(=O)C(c1ccc(OC)cc1)N(C(=O)CCC(=O)Nc1cc(C)on1)c1ccccc1OC (centres undefined)	i	14	i	0.4	-12	711
CCN(C(=O)COC(=O)Cn1cnc2c1c(=O)n(C)c(=O)n2C)C1CCS(=O)(=O)C1 (centres undefined)	i	59	i	0.3	15	850
CCN(CC)CCN(C(=O)C1=COCCO1)c1nc2c(OC)ccc(OC)c2s1	i	67	i	0.3	-16	759
CC(C)(CC(=O)O)CC(=O)O	i	57	i	1.9	4	795
CCOc1ccc(CCNC(=O)c2nccnc2C(=O)O)cc1OCC	i	44	i	0.5	4	723
O=C(CCN1C(=O)C2CC=CCC2C1=O)Nc1cccc(Cl)c1 (centres undefined)	i	36	i	1.4	2	751
CC(=O)N1CC(C)Sc2ccc(S(=O)(=O)NCc3ccc(Cl)cc3)cc21 (centres undefined)	i	29	i	0.4	18	690
O=Cc1ccc(OCCCOc2cccc3cccnc23)cc1	i	28	i	0.4	2	854
Cc1cccc(NC(=O)COC(=O)CCCC2=NS(=O)(=O)c3ccccc3N2)c1	i	14	i	3.6	-5	716
COc1ccc(S(=O)(=O)N(CC(=O)N2CCOCC2)c2ccc(F)cc2)cc1OC	i	21	i	4.8	11	887
CCN(CC)C(=O)COc1c(-c2ccco2)oc2ccccc2c1=O	i	56	i	0.7	2	874
Cc1onc(-c2ccccc2)c1C(=O)N/N=C/c1c(F)cccc1Cl	i	19	i	0.7	-2	675
O=S(=O)(c1ccc(Br)s1)N1CCN(c2ccc(F)cc2)CC1	i	45	i	1.9	-9	861
O=C(Cn1ccc2ccccc2c1=O)NCCC(=O)Nc1cccc(Cl)c1	i	32	i	0.6	19	791
CC(Oc1cc2oc(=O)c3c(c2cc1Cl)CCC3)C(=O)NC1CC(C)(C)NC(C)(C)C1 (centres undefined)	i	23	i	1.8	8	741
CC(=O)Nc1ccc(NS(=O)(=O)c2cccc3nonc23)cc1	i	13	i	0.9	-27	730
COc1ccccc1/C=N/OCc1ccc(C#N)cc1	i	42	i	0.7	0	795
Cc1ccc[n+](CC(=O)Nc2ccc(C)c(C)c2)c1	i	36	i	0.6	0	801
O=C(NN=C1CCCCCC1)c1cc2ccccc2cc1O	i	58	i	3.4	-15	816
O=C1CCC(C(=O)N2CCCC(C(=O)c3ccc4ccccc4c3)C2)=NN1 (centres undefined)	i	38	i	0.4	3	720
COc1cccc(OCCOc2ccc(/C=C3\C(=N)N4N=C(S(C)(=O)=O)SC4=NC3=O)cc2OC)c1	i	11	i	0.4	-7	834
COCCn1cnc2c1c(=O)n(Cc1ccccc1C#N)c(=O)n2Cc1ccccc1	i	18	i	0.3	-3	781
O=C(Nc1ccc(Nc2ccccc2)cc1)c1cc([N+](=O)[O-])ccc1Cl	i	58	i	0.3	8	856
CC1CN(C(=O)CCC(=O)NCCCN2C(C)CCCC2C)c2ccccc2O1 (centres undefined)	i	29	i	2.3	-4	798
CCc1ccc(NC(=O)Nn2cnnc2)cc1	i	10	i	2.8	-2	622
COc1cccc(C(C(=O)NC2CCCC2)N(C(=O)c2ccco2)c2ccc(C(C)=O)cc2)c1OC (centres undefined)	i	12	i	0.8	-28	771
O=C(O)COc1ccc(Br)cc1C(c1c(C(=O)O)[nH]c2ccccc12)c1c(C(=O)O)[nH]c2ccccc12	i	66	i	0.6	3	836
CC(C)c1ccc(NC(=O)Cn2nnc(C(=O)NCc3ccc4c(c3)OCO4)c2N)cc1	i	11	i	6.5	0	709
COc1ccc(C(=O)NCCCNC(=O)c2ccccn2)cc1	i	51	i	1.2	0	815
CCOc1ccc(N2CC(C(=O)NCc3ccccn3)CC2=O)cc1 (centres undefined)	i	35	?	nt	-21	772
O=C(NC1CCN(S(=O)(=O)c2ccccc2F)CC1)c1ccco1	i	26	i	0.8	-38	682
Cc1ccccc1N(CC(=O)NC1CCCCC1)C(=O)CCCC(=O)Nc1ccccn1	i	38	i	0.3	-1	824
CCN(CC)C(=O)Cn1c(C)c(/C=C/c2cc[n+](C)cc2)c2ccccc21	i	62	+	3.1*	10	878
Cn1c(O)c(/C=N/NC(=O)c2cc3ccccc3cc2O)c2ccccc21	i	14	i	0.3	-2	773
O=C(NNS(=O)(=O)c1ccc([N+](=O)[O-])cc1)c1ccc([N+](=O)[O-])cc1	i	52	i	0.3	-4	824
Cc1cc(NS(=O)(=O)c2cn(C)nc2C)no1	i	11	+	3.5*	-2	855
O=C(NCCCNC(=O)c1cc(Cl)ccc1Cl)c1ccco1	i	45	i	0.7	-9	775
O=C(CCN1C(=O)/C(=C/c2ccccc2)SC1=S)NCCCN1CCOCC1	i	28	i	2.7	-10	763
COC(=O)c1cc(S(=O)(=O)N2CCN(c3cccc(C)c3C)CC2)c[nH]1	i	8	i	3.0	0	793
COc1ccc(Cl)cc1N1C(=NC(=O)C2CCCCC2)SC2CS(=O)(=O)CC21 (centres undefined)	i	30	i	1.7	-1	793
Cc1c(OCC(=O)NC(Cc2ccc(Cl)cc2)C(=O)O)ccc2c(-c3ccccc3)cc(=O)oc12 (centres undefined)	i	57	i	4.3	-13	813
Cc1cc(CNC(=O)C2CCC(=O)N(CCc3cccc(F)c3)C2)nn1C (centres undefined)	i	9	i	0.5	3	699
Cc1ccc(S(=O)(=O)NCc2ccccc2)cc1C(=O)N(C)Cc1ccc(F)cc1	i	14	i	0.4	-11	857
Remaining list, next part
SMILES	T cell HTS	T cell HTS vesicle-bound %	Myeloid diff MLP	Myeloid diff MLP GFP+ MAC1+ %	Lipid droplet	Lipid droplet cells 6.5 µM
Cn1cnnc1SCC(=O)Nc1ccc(S(N)(=O)=O)cc1	i	54	i	0.9	-1	828
Cc1ccccc1-c1nc(CS(=O)(=O)CC(=O)NCCN2CCCC2)c(C)o1	i	10	i	0.4	8	714
COCCCNC(=O)C1c2ccccc2Oc2ccccc21	i	15	i	0.1	11	812
O=C(CNC(=O)Cc1ccccc1)N=Nc1c(O)[nH]c2ccccc12	i	34	i	2.7	-1	823
CCN(CC)CCN(C(=O)/C=C/c1cccs1)c1nc2ccc(Cl)cc2s1	i	15	?	nt	16	665
COc1ccc(N(CC(=O)NCc2ccccc2OC)S(=O)(=O)c2ccc(C)cc2)cc1Cl	i	21	i	0.4	-25	660
COc1cccc(CC(=O)NC2CCCN(Cc3ccccc3F)C2)c1 (centres undefined)	i	67	i	2.4	-16	759
Cc1ccccc1CC(=O)NCc1cccnc1	i	59	i	0.3	-4	800
Cc1ccc(C(=O)NC(C)c2ccc(S(N)(=O)=O)cc2)s1 (centres undefined)	i	44	i	0.9	-6	775
Cc1cc2oc(=O)cc(CN3CCCCC3C)c2cc1C (centres undefined)	i	28	i	0.4	8	852
Cn1nnnc1SCC(=O)Nc1ccc(Cl)cn1	i	71	i	1.1	9	692
COc1ccc(CCc2nc(-c3cccs3)no2)cc1	i	51	i	0.9	-10	791
Cc1c(C)c2c(OCC(=O)N3CCC(C(=O)O)CC3)cc3c(c2oc1=O)CCC(C)(C)O3	i	7	i	2.1	-2	812
COc1cccc(-n2nnnc2SCC(=O)Nc2ccc(OC)cc2OC)c1	i	62	i	0.5	-10	833
COc1ccccc1C(=O)N/N=C/c1ccc2c(c1)OCO2	i	15	i	2.8	-15	779
CCOc1ccc(CNC(=O)C2CCN(c3nnc(C)c4c(C)n(-c5ccc(C)cc5)nc34)CC2)cc1	i	44	i	3.6	-2	665
O=S(=O)(c1ccccc1)N1CCc2ccccc2C1	i	65	i	0.4	4	795
C/C(=N/NC(=O)CSc1nc2ccccc2n1C)c1ccco1	i	61	i	3.8	4	854
CCCNC(=S)N1CCC(NC(=O)c2ccc(OC)cc2)CC1	i	44	i	0.6	-1	841
COc1ccc(CCCC(=O)NCCc2ccccc2)c(C)c1	i	52	i	0.3	-5	787
CCC1(C)Cc2ccccc2-c2nc(SC)[nH]c(=O)c21 (centres undefined)	i	25	i	0.3	-3	728
COc1ccc2c(c1)C=C(CN1CCN(Cc3ccccc3C)C(CCO)C1)CO2 (centres undefined)	i	62	i	0.1	-2	764
Cc1ccc(CN2C(=O)CSC(C)C2=O)cc1 (centres undefined)	i	24	i	0.2	-2	815
CCOc1cc(CN2CCCC(N3CCc4ccccc4C3)C2)ccc1O (centres undefined)	i	54	i	0.5	0	835
Cc1cccc(N(Cc2cc(=O)[nH]c3ccccc23)C(=O)CCl)c1	i	58	i	0.6	55*	839*
Cc1ccc(C(=O)C2=C(O)C(=O)N(c3ncccn3)C2c2ccccc2F)o1 (centres undefined)	i	13	i	6.6	-12	765
O=S(=O)(NCc1ccccc1)c1ccc(Br)s1	i	60	i	0.3	13	783
COc1cc(Cl)ccc1OCc1cc(C(=O)N2CCCC(OC)C2)no1 (centres undefined)	i	36	i	0.5	-15	672
COc1ccc(-c2onc(C)c2C)cc1S(=O)(=O)NCCc1ccco1	i	20	i	0.0	12	742
COc1ccc(S(=O)(=O)N2CCCC2)c2ccccc12	i	55	i	0.3	-3	833
CCOC(=O)c1c(NC(=O)c2ccc(S(=O)(=O)N(C)CC3CCCO3)cc2)sc2c1CC(C)(C)NC2(C)C (centres undefined)	i	63	i	9.9	-16	813
Cc1cc(SCc2ccccc2F)nc(=O)[nH]1	i	44	i	0.8	10	787

Compound activity as filed in PubChem BioAssay.

These rows are one share of the data (hit frequency here may not be typical).
